697 NFkB inh: inhibitors of PMA/ionomycin-induced NF-kB reporter, 697 cells, primary screen, B-cell NF-kB inhibitor project, cell-based, luminescence, uHTS; 697 B-cell NF-kB luciferase reporter, 16 h; inhibition, % at 4 µM; 330,000 compounds, 0.33% hits; AID 435022, 2010; in the data active = inhibition above about 35%
CCR6 antagonist: CCR6 receptor antagonists, primary screen, cell-based, CHO-K1, luminescence, beta-arrestin, uHTS; CHO-K1 CCR6 PathHunter beta-arrestin, CCL20-stimulated; inhibition, % at 20 µM; 340,000 compounds, 0.49% hits;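 active = compounds whose inhibition of the agonist-driven luminescence signal at 20 µM reaches about 50%, limit read from the data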;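 note: cells stimulated with CCL20 at 14 nM final; plate controls were DMSO with CCL20 for no effect and DMSO without agonist for full effect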
Gli-Sufu antag: Gli-Sufu pathway antagonists, primary screen, luciferase luminescence, Sufu-KO-LIGHT cells, uHTS; Sufu-KO-LIGHT fibroblasts, Gli luciferase reporter luminescence; inhibition, % at 5 µM; 340,000 compounds, 0.74% hits;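 active = inhibition above about 55%, limit read from the data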;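 note: 0% = DMSO-treated cells and 100% = wells with medium but no cells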
Mdm2 MdmX PPI: inhibitors of human Mdm2-MdmX association, primary screen, cell-based, luminescence, split luciferase, SaOS-2, uHTS; AID 485346, 2010; inhibition, % at 8 µM; Protein Mdm4 (Homo sapiens) + E3 ubiquitin-protein ligase Mdm2 (Homo sapiens), …; 330,000 compounds, 3% hits; SaOS-2 split-luciferase Mdm2/MdmX complementation;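 active = inhibition of at least 50% at 8 µM in the primary screen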
Target sequence (O15151 whole entry, looked up): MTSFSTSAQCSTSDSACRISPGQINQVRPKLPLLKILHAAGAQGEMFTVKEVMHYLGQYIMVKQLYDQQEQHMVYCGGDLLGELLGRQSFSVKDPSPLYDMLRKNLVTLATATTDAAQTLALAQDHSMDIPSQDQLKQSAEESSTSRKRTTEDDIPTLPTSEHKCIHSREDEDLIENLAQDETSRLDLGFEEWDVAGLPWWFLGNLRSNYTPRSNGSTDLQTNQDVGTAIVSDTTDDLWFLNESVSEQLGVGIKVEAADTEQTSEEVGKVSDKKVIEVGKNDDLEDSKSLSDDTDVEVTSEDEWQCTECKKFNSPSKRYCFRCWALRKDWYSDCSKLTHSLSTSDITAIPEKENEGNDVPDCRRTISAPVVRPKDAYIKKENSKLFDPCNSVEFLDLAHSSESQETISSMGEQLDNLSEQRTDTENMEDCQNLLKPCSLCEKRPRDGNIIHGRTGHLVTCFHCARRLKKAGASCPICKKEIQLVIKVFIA
Target sequence (Q00987 whole entry, looked up): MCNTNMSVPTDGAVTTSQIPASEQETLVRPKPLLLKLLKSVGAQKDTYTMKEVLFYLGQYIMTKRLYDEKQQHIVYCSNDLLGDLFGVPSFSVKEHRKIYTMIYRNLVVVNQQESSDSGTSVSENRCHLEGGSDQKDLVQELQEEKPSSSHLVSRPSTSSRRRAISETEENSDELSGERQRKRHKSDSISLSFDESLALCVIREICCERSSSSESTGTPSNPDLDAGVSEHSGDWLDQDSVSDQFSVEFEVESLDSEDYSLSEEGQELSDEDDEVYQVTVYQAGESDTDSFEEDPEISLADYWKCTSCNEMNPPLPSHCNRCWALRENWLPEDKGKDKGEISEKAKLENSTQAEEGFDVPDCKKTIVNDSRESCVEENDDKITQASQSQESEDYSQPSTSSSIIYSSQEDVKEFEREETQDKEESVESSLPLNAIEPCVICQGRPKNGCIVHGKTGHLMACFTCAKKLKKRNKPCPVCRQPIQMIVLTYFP
UPR XBP1 act: activators of adaptive XBP1 UPR arm, primary screen, cell-based, CHO-XBP1 luciferase reporter, luminescence, uHTS; activation, % at 20 µM; 330,000 compounds, 0.33% hits; IRE1-XBP1 UPR activation; percent of tunicamycin response, DMSO as zero;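 active = versus positive control, 20 µM dose yields 30% or more activation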;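 note: 100% = tunicamycin at 10 µg/mL and 0% = DMSO only wells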
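Assay system: IRE1-XBP1 luciferase reporter CHO line. Input: 1000 cells/well. Buffer or medium: F12 with 10% serum. Doses: 20 µM, 1% DMSO. Times: overnight seeding at 37 °C, 6 h compound treatment at 37 °C. Technique: Steady-Glo luciferase glow luminescence, 10 min after reagent addition.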
CHOP UPR activ: activators of apoptotic CHOP UPR arm, primary screen, cell-based, CHO-CHOP luciferase reporter, luminescence, uHTS. UPR activation; percent of tunicamycin response over DMSO baseline. activation, % at 10 µM. 330,000 compounds, 0.34% hits. AID 449763, 2010;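 active = at 10 µM dose, activation of 40% or more, normalized to positive control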;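 note: 100% = tunicamycin at 10 µg/mL and 0% = DMSO alone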
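measured by = luciferase luminescence | assay system = CHO-CHOP cells, stable luciferase reporter of PERK-eIF2a-CHOP signalling | amount = 500 reporter cells seeded per well | timing = 6 h compound exposure at 37 °C after overnight seeding | controls = positive tunicamycin 10 µg/mL, negative DMSO alone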
CXCR6 block: CXCR6 receptor inhibitors, primary screen, cell-based, beta-arrestin, luminescence, CHO-K1 PathHunter, 1536-well. inhibition, % at 20 µM. 360,000 compounds, 0.36% hits. C-X-C chemokine receptor type 6 (Homo sapiens), O00574; in the data active = inhibition above about 34%, passing the limit was not always enough;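 note: antagonist mode with CXCL16 agonist at 10 nM final; 0% = 10 nM CXCL16 with DMSO and 100% = unstimulated wells without agonist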
Jurkat NFkB inh: inhibitors of induced NF-kB luciferase reporter, primary screen, TCR NF-kB activation inhibitor project, cell-based, luminescence, uHTS | inhibition, % at 4 µM | Jurkat, PMA/ionomycin-induced NF-kB luciferase reporter | AID 435003, 2010 | 330,000 compounds, 0.53% hits; in the data active = inhibition above about 50%
EBI2 block: EBI2 receptor antagonists, beta-arrestin recruitment, primary screen, cell-based, luminescence, 7a,25-OHC stimulation, uHTS; G-protein coupled receptor 183 (Homo sapiens), P32249; 7a,25-OHC stimulated; inhibition, % at 5 µM; 360,000 compounds, 0.81% hits; AID 651636, 2012; in the data active = inhibition above about 38%;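 note: enzyme fragment complementation signal reports receptor beta-arrestin coupling in cells; 0% = agonist plus DMSO wells and 100% = wells without agonist; some results beyond the cut were filed as inactive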
Numbers without * were called inactive; x = no result given. Rows are unselected; overall some 5% were active at least once.

SMILES	697 NFkB inh	CCR6 antagonist	Gli-Sufu antag	Mdm2 MdmX PPI	UPR XBP1 act	CHOP UPR activ	CXCR6 block	Jurkat NFkB inh	EBI2 block
CS(=O)(=O)N1CCCC(C(=O)NCc2ccco2)C1 (configuration not stated)	12	6	-4	11	-4	-2.0	-1	1	-1
COc1ccc(-c2cnnn2-c2ccc(N)cc2)cc1OC	2	3	-2	-3	-3	-0.9	8	1	-4
CCN(c1ccc(C)c(C)c1)S(=O)(=O)c1ccc2c(c1)CCN2C(=O)CCC(=O)O	7	5	5	7	-2	0.9	7	0	-5
COc1ccccc1C(=O)NCC(=O)Nc1ccc2c(c1)OCO2	-13	2	-6	4	3	2.2	-1	-12	-10
O=C(O)COc1ccc(C(NC(=O)c2c(F)cccc2F)NC(=O)c2c(F)cccc2F)cc1	-7	-2	-2	-3	0	2.7	2	-14	-3
O=C(COc1ccc2ccc(=O)oc2c1)NCC(O)c1ccccc1 (configuration not stated)	-6	8	-6	21	1	2.3	6	-11	4
CC(C)Oc1ccc(CNC(=O)c2cc(S(=O)(=O)N3CCOCC3)cn2C)cc1	1	10	-7	32	-5	0.5	-12	9	4
CCCN(CCC)C(=O)C[n+]1cccc(/C=N/O)c1	-12	0	5	-29	1	6.2	1	-5	-11
COc1ccc(Cl)cc1NS(=O)(=O)c1cccc(C(=O)NCC(C)(C)N2CCOCC2)c1	12	-7	-9	26	-2	0.9	1	4	-4
CCn1nccc1C(=O)Nc1cc(Cl)ccc1Cl	-6	23	-53	11	-1	0.1	11	2	-9
CCOc1ccccc1NC(=O)CSc1cn[nH]n1	6	-5	-10	16	-5	0.3	1	-13	1
CCn1cc(CNC(=O)C2CCC(=O)N(C3CCCCCC3)C2)cn1 (configuration not stated)	-17	5	-2	14	-1	0.6	8	12	-11
COC(C(=O)Nc1ccc(S(=O)(=O)Nc2c(C)cccc2C)cc1)c1ccccc1 (configuration not stated)	-9	-12	2	-10	-1	1.5	-8	-10	3
Cn1ccnc1SCC(=O)Nc1ccc2c(c1)OC(F)(F)O2	-6	x	x	12	-1	1.9	x	4	x
COc1ccccc1NC(=O)CSc1nnc(CNC(=O)c2ccco2)o1	0	3	-2	-20	-2	0.0	-4	-2	1

The closing 2 records of the part above come first, to join the parts:
SMILES	697 NFkB inh	CCR6 antagonist	Gli-Sufu antag	Mdm2 MdmX PPI	UPR XBP1 act	CHOP UPR activ	CXCR6 block	Jurkat NFkB inh	EBI2 block
Cn1ccnc1SCC(=O)Nc1ccc2c(c1)OC(F)(F)O2	-6	x	x	12	-1	1.9	x	4	x
COc1ccccc1NC(=O)CSc1nnc(CNC(=O)c2ccco2)o1	0	3	-2	-20	-2	0.0	-4	-2	1
COc1ccc(S(=O)(=O)NCC(c2ccc3c(c2)OCO3)N2CCOCC2)cc1C (configuration not stated)	13	4	-15	10	0	0.8	7	-11	1
CCN(c1ccccc1)S(=O)(=O)c1ccc(OC)c(NC(=O)c2cc(Cl)ccn2)c1	10	8	5	16	-5	0.2	-3	15	-21
Nc1c2c(nc3sc4c(c13)CCCC4)CCCCCC2	-116	19	6	-16	2	5.2	0	-44	18
CC(=O)c1ccccc1OCCOCCOCCOc1ccccc1C(C)=O	6	8	40	-12	0	0.7	-1	8	0
COc1ccc(-c2nnc(SCc3ccc(C(=O)O)cc3)o2)cc1OC	16	6	-2	16	0	1.4	0	12	-2
Cn1c2ccc(CC(=O)O)cc2c2cc(CC(=O)O)ccc21	-3	-7	0	13	-3	0.9	0	2	-6
CSc1nc(Oc2ccc3ccccc3c2)c2sccc2n1	-34	13	-16	55*	2	-0.3	-3	64*	-10
CC(C)CCNc1nc(N)c([N+](=O)[O-])c(NCC2CCCO2)n1 (configuration not stated)	3	12	3	-1	3	1.9	-7	-13	2
COc1ccc(-n2nnnc2SCC(=O)Nc2nnn(C)n2)cc1	21	-6	1	13	-1	-2.8	0	-9	0
COC(=O)c1c(NC2=NS(=O)(=O)c3ccccc32)sc2c1CCC(C(C)(C)C)C2 (configuration not stated)	x	27	14	x	x	x	13	x	0
CC(C)C(=O)c1cc2c(cc1NC(=O)c1ccccc1)OCCO2	-12	12	0	-14	0	1.1	8	-4	4
Cc1sc(NC(=O)c2ccco2)c(C(c2cccnc2)N2CCN(c3ccc(F)cc3)CC2)c1C (configuration not stated)	29	7	39	45	33*	17	2	38	41
COc1ccc(C(=O)NNC(=S)NC(=O)c2ccccc2)cc1	-5	42	1	23	1	-0.4	28	12	-4
CSCC[C@H](N)C(=O)N1CCC(C(=O)N[C@H](C)C(=O)Nc2ccc(C(C)C)cc2)CC1	-28	13	2	-16	-3	-0.7	2	-29	1
CCCCC(=O)NC(Nc1sc2c(c1C(N)=O)CCCC2)(C(=O)OCC)C(F)(F)F (configuration not stated)	0	8	-4	-17	0	-1.4	0	-7	5
Cc1cc(C)nc(SCc2ccc(C(=O)NNC(=O)Nc3cccc(Cl)c3)cc2)n1	x	13	13	x	x	x	0	x	-17
c1cnc(SCCCOc2ccc3ccccc3c2)nc1	10	11	-33	-46	-1	3.9	-4	-43	10
COCCn1c(C)cc(C(=O)CSc2ncnc3sc4c(c23)CCC4)c1C	x	-10	0	x	x	x	-1	x	-6
CCCC(=O)Oc1ccc(C2NC(=O)c3ccccc3O2)cc1OC (configuration not stated)	5	10	4	6	1	1.3	-1	-4	2
O=C(C1CCC1)N1CCN(c2ccnc3cc(Cl)ccc23)CC1	27	7	25	11	-1	-0.2	-4	9	7
CC(C)(C)C1c2[nH]c3ccccc3c2CCN1Cc1cccc(OCCO)c1 (configuration not stated)	-1	12	18	12	-3	-0.2	-11	25	-10
CCc1ccc(C(=O)Nc2cc(C)ccc2F)s1	-6	-3	-35	-5	3	3.5	3	-46	-3
Cc1ccccc1OCC(=O)Nc1cc(S(=O)(=O)N2CCCCC2)ccc1N1CCN(C)CC1	4	-5	34	14	2	0.0	0	-9	-5
CN(C)CCNc1nc(S(=O)(=O)c2ccccc2)c(Cl)s1	0	6	10	18	-3	2.8	6	-8	-7
CCOC(=O)C(C)n1cnc2c(oc3ccccc32)c1=O (configuration not stated)	-9	8	-14	-13	0	2.9	-4	-17	14
N#CCCN(Cc1ccccc1)S(=O)(=O)c1cccs1	5	8	5	10	2	-1.8	6	-2	0
COCCn1c(SCC(=O)NCc2ccc3c(c2)OCO3)nnc1C(C)C	11	9	-12	-3	-5	-3.2	0	-6	6
CCCc1cc(=O)oc2cc(C)cc(OCC(=O)O)c12	8	2	100*	0	-1	0.2	7	-12	8
O=C(N/N=C/c1cn[nH]c1-c1ccc(Cl)cc1)c1ccc([N+](=O)[O-])cc1	-4	22	2	13	4	-2.0	7	1	-10
COc1ccc2nc(SCC(N)=O)cc(C)c2c1	-24	-7	2	-3	7	1.1	-4	-35	-9

Records listed so far printed as active in Jurkat NFkB inh.
Compound	697 NFkB inh	CCR6 antagonist	Mdm2 MdmX PPI	CXCR6 block	Jurkat NFkB inh	EBI2 block
CSc1nc(Oc2ccc3ccccc3c2)c2sccc2n1	-34	13	55*	-3	64*	-10

Next structures:
SMILES	697 NFkB inh	CCR6 antagonist	Gli-Sufu antag	Mdm2 MdmX PPI	UPR XBP1 act	CHOP UPR activ	CXCR6 block	Jurkat NFkB inh	EBI2 block
CCC(=O)Nc1cccc(NC(=O)c2cccc([N+](=O)[O-])c2C)c1	1	9	16	-13	-2	0.1	3	-14	-10
O=C(Cc1ccccc1)n1nc(-c2ccco2)nc1SCc1ccccc1	9	-13	-16	-24	0	1.2	-4	-4	-1
COC(=O)C1C2C=CC3(CN(c4cccc(C)c4)C(=O)C13)O2 (configuration not stated)	27	0	1	0	-4	-1.0	0	21	-7
Cc1ccc(Cn2nnc3c(=O)[nH]c(C4CCCN(C(=O)c5ccco5)C4)nc32)cc1 (configuration not stated)	0	14	12	14	0	0.0	6	1	-8
O=C(NCCCN1CCOCC1)c1ccc(CS(=O)(=O)c2c(Cl)cccc2Cl)o1	-24	0	8	17	4	-2.6	-3	4	0
CC(C)(C)c1ccccc1OCC(=O)NCCCn1ccnc1	-22	10	-7	6	-4	1.9	2	-14	1
CCCOc1ccc(C(F)(F)F)cc1NC(=O)C1CC(=O)N(Cc2ccco2)C1 (configuration not stated)	13	9	11	-3	-3	7.2	6	-4	17
O=C(NCc1ccc(F)cc1Cl)C1CCN(S(=O)(=O)N2CCCCC2)CC1	8	4	42	17	-3	3.0	3	3	-17
CCCCN(C)Cc1c(C)[nH]c2ccccc2c1=O	-3	7	6	7	-2	-0.1	4	-9	-5
Cc1cccn2c(CNCC3OCCc4ccccc43)c(C(=O)N3CCCCC3)nc12 (configuration not stated)	-30	-2	-3	8	-1	2.2	3	-17	2
CN1CC(=O)Nc2ccc(F)cc2C1=O	6	16	-1	-22	1	1.5	0	-3	0
CC(=O)Nc1sc(N/N=C\c2cccc(Cl)c2)nc1-c1cccs1	16	1	-3	21	0	3.3	-19	8	3
COCCn1c(-c2ccc(OC)cc2)c(-c2ccc(OC)cc2)oc1=O	-1	19	12	12	2	0.3	4	-6	3
Cc1ccc(OCCCC(=O)Nc2ccc(N3CCOCC3)cc2)c(C)c1	3	-8	2	-18	-1	0.4	-3	-10	17
O=C(NCC1CCCO1)c1ccc(NC(=O)c2ccc(Br)cc2)cc1 (configuration not stated)	-12	3	0	5	-3	1.3	-3	12	6
CSC(C(=O)c1cc2ccccc2o1)c1ccccc1 (configuration not stated)	-8	14	-34	-1	3	1.6	-7	-42	8
Cc1cccc(OCC(=O)Nc2ccc3oc(=O)ccc3c2)c1	-2	12	-24	8	-2	-1.0	-10	-3	14
CC1=C(C)CC(C(=O)NCc2ccccc2F)C(C(=O)O)C1 (configuration not stated)	16	x	x	10	-4	0.6	3	23	0
Cc1cccc(C)c1NC(=O)CN(C)c1ccc(C(F)(F)F)cn1	0	9	1	-10	0	0.9	-8	-6	-4
CC(=O)c1sc(NC(=O)c2ccc(Cl)cc2)nc1C	-103	11	-40	9	5	11	7	-67	2
COc1ccc(N2Cc3ccc(C(=O)N/N=C\c4ccc(O)cc4O)cc3C2)cc1	-61	x	x	-21	-3	-0.7	x	7	x
O=C(COc1ccc(S(=O)(=O)N2CCCCC2)cc1)NCc1cccnc1	-6	-2	-1	-27	0	1.1	2	-8	-20
CCC(=O)Nc1ccc(NC(=O)c2ccccc2Cl)nc1	4	-2	-8	-1	0	1.0	2	-18	-5
CC1CN(C(=O)c2c([N+](=O)[O-])cnn2C)CC(C)O1 (configuration not stated)	8	-9	-5	-21	-1	1.5	2	3	-5
CC1CCCCC12NC(=O)N(CC(=O)Nc1ccc3c(c1)OCCCO3)C2=O (configuration not stated)	15	0	-2	9	0	1.5	-3	-9	-5
